# Screening data: PubChem BioAssay, several laboratories
# NCOA2 inhibitor: inhibition of GAL4-SRC2 driven luciferase reporter, primary screen, SRC2 inhibitor project, cell-based, luminescence; Nuclear receptor coactivator 2 (Homo sapiens), Q15596; HEK293 GAL4-SRC2 luciferase reporter; inhibition, % at 9 µM; 370,000 tested, 0.17% active; AID 651957, 2012;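 active means inhibition above the mean inhibition of all tested compounds plus 3 SD, set per campaign, cut at about 52% in these data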;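 further: 0% = DMSO treated cells and 100% = cells given Gossypol at 36 µM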
# NR2F2 inh: NR2F2 transcriptional activity inhibitors, primary screen, cell-based, luciferase reporter, HEK293T, luminescence | inhibition, % at 8.6 µM | COUP transcription factor 2 (Homo sapiens), P24468 | 370,000 tested, 0.7% active | AID 686940, 2013 | HEK293T NGFI-A luciferase reporter;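 active means inhibition above a per-plate cutoff, mean inhibition of test wells between control levels plus 3 SD, cut at about 38% in these data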;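 further: cells cotransfected with COUP-TFII expression vector driving the NGFI-A reporter; 0% = median of COUP-TF2 test wells and 100% = reporter-only cells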
# Target sequence (P24468 whole entry, looked up): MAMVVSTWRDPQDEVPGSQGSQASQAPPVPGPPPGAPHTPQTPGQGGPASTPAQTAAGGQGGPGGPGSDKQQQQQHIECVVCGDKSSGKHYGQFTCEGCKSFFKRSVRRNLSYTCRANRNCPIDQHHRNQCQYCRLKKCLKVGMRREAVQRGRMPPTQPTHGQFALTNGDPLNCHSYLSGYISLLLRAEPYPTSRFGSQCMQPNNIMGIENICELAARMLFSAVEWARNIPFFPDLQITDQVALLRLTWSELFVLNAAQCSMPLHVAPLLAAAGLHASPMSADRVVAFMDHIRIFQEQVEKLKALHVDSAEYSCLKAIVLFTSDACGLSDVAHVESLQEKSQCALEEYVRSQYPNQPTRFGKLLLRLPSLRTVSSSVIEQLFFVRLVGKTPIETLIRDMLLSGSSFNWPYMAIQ
# LRH-1 inv ag: LRH-1 (NR5A2) inverse agonists, primary screen, cell-based, luminescence, HEK293T, StAR-luciferase reporter; Nuclear receptor subfamily 5 group A member 2 (Homo sapiens), O00482; LRH-1 transfected, 24 h; inhibition, % at 3.6 µM; 360,000 tested, 0.13% active; AID 602396, 2012;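 active means inhibition above the mean inhibition of all tested compounds plus 3 SD, cut at about 73% in these data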;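 further: 0% = DMSO wells and 100% = reporter-only cells lacking LRH-1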
# SRC1 inh: SRC1 coactivator transcriptional activity inhibitors, primary screen, cell-based, luminescence. Nuclear receptor coactivator 1 (Homo sapiens), Q15788. HEK293 GAL4-SRC1 luciferase reporter. inhibition, % at 3.6 µM. 360,000 tested, 0.12% active. AID 588354, 2011;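 active means inhibition above the campaign mean plus 3 SD, with each screening campaign given its own cutoff, cut at about 60% in these data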;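 further: 0% = DMSO treated cells and 100% = gossypol at 36 µM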
# NOD2-RIPK2 inh: NOD2-RIPK2 binding disruptors in cells, primary screen, fluorescence, CHO cells, BLA complementation | Receptor-interacting serine/threonine-protein kinase 2 (Homo sapiens), O43353 | CCF4 ratio | inhibition, % at 4.98 µM | 360,000 tested, 0.38% active | AID 624267, 2012; in the data active means inhibition above about 21%;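 further: 0% = vehicle only and 100% = reference blocker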
# Target sequence (O43353 whole entry, looked up): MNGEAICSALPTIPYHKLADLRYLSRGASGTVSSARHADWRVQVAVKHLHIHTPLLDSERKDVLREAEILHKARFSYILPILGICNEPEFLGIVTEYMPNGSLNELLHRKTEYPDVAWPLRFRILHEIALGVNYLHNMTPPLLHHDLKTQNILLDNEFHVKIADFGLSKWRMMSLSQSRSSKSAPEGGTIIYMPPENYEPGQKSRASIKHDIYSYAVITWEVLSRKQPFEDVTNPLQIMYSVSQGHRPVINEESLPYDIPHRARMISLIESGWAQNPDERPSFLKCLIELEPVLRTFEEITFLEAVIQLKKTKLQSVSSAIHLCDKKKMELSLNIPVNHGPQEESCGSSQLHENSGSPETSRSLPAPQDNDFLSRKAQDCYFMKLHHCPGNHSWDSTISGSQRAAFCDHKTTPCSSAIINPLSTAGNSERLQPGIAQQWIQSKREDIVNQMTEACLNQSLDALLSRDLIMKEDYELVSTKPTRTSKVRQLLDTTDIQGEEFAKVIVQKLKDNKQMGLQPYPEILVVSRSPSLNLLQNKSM
# Vif imaging: HIV Vif self-association inhibitors, primary screen, imaging, HEK293T, single point | HEK293T cells, Vif self-association by quenched fluorescence, 24 h | inhibition, % at 7.49 µM | 340,000 tested, 0.35% active; in the data active means inhibition above about 50%, passing the limit was not always enough; further: some results filed as inactive read as strong as hits
# NCOA3 inh: SRC3 coactivator transcriptional activity inhibitors, primary screen, cell-based, luminescence; Nuclear receptor coactivator 3 (Homo sapiens), Q9Y6Q9; HEK293 GAL4-SRC3 luciferase reporter; inhibition, % at 3.6 µM; 360,000 tested, 0.17% active;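 active means inhibition above a per-campaign cutoff, the mean of all compounds plus 3 SD, cut at about 60% in these data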;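 further: 0% = DMSO-treated cells and 100% = gossypol-treated cells at 36 µM; higher means less SRC3-driven luciferase light from the GAL4 reporter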
# TRAIL sens C8: viability loss with TRAIL in NB7+C8 cells, primary screen, TRAIL sensitizer project, cell-based, ATPlite luminescence | 360,000 tested, 1% active | inhibition (viability loss, TRAIL sensitization), % at 10 µM;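 active means compounds causing at least 50% loss of cell viability in the single-dose screen, relative to plate controls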
# TROY signal inh: inhibitors of TROY-driven NF-kB signaling, primary screen, Q293 LMP1-TROYcd cells, NF-kB luciferase, uHTS. Q293 LMP1-TROYcd NF-kB luciferase reporter, 4 h. inhibition, % at 10 µM. 360,000 tested, 0.98% active. AID 1347056, 2019;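 active means compounds whose plate-normalised and pattern-corrected inhibition of the luciferase reporter signal at the single screening dose is 50% or more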
# EBV LMP1 NFkB: EBV LMP1-driven NF-kappaB luciferase reporter inhibitors, primary screen, cell-based, luminescence, single point. AID 504558, 2011. LMP1-induced NF-kappaB luciferase reporter cells. 350,000 tested, 0.69% active. inhibition, % at 12.5 µM; in the data active means inhibition above about 41%;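 further: 0% = neutral control wells and 100% = reference inhibitor control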
# TLR9-MyD88 inh: inhibitors of TLR9-MyD88 association in cells, primary screen, cell-based, CHO, BLA complementation, fluorescence. AID 504734, 2011. 340,000 tested, 0.21% active. CCF4 FRET ratio. inhibition, % at 4.98 µM;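 active means inhibition above the mean over all tested compounds plus 3 SD, cut at about 21% in these data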;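 further: 0% = DMSO only wells and 100% = clavulanate BLA inhibitor control wells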
# Numbers without * were called inactive; · = no result given.
Compound	Vif imaging	TLR9-MyD88 inh	NR2F2 inh	TROY signal inh	LRH-1 inv ag	EBV LMP1 NFkB	NOD2-RIPK2 inh	NCOA2 inhibitor	TRAIL sens C8	SRC1 inh	NCOA3 inh
CC(NCc1ccc(F)cc1)C(=O)NC1CCCCC1 (centres undefined)	2	9	10	6	-4	5	-7	6	-3	-23	-15
O=C(COC(=O)c1cc(=O)[nH]c(=O)[nH]1)Nc1cccc(S(=O)(=O)N2CCCCC2)c1	10	-1	-20	-5	-15	-6	2	2	-3	-8	-2
CC1=C(C(=O)Nc2ccc(C)cn2)C(c2cnn(C)c2)C2=C(CCCC2=O)N1 (centres undefined)	-10	-8	-14	-14	1	-5	-5	-5	2	6	15
CCOc1ccc(/C=C/C(=O)Nc2ccccc2C(F)(F)F)cc1	3	0	-14	-52	-26	-12	11	-23	24	-19	-6
Cc1cc(C)cc(OCC(=O)NNC(=O)CN2C(=O)c3ccccc3C2=O)c1	-3	-4	7	10	-16	-1	-13	-11	-6	3	10
O=C(Cc1ccc(F)cc1)Nc1ccc2[nH]ncc2c1	-3	-16	15	6	12	15	-6	15	-30	-18	-19
COc1cc(OC)c(N(C)S(=O)(=O)c2cccc(C(=O)OCC(=O)c3c[nH]c4ccccc34)c2)cc1Cl	-21	-3	62*	45	15	15	-4	32	26	16	17
O=C(NC(=S)Nc1cccc(Cl)c1N1CCCCC1)c1ccco1	-7	-98	·	-15	21	4	-6	·	-2	26	1
Clc1ccc(/C=N/NC2=Nc3cccc4cccc2c34)cc1	4	29*	-43	-49	-85	-64	11	-41	17	-96	-71
COc1ccccc1C(=O)C1CCCN(C(=O)c2cc(C(C)C)no2)C1 (centres undefined)	7	4	-18	-23	16	0	-1	5	-3	16	16
COc1ccc(C(=O)NCC(=O)N/N=C/c2cccnc2)cc1OC	0	1	0	-37	-21	2	-9	-6	-17	-10	-23
CCOC(=O)c1ccccc1NC(=O)CC(C)CC(=O)O (centres undefined)	0	5	-3	22	5	-6	-3	-12	-3	-20	-8
CN1CCc2ccccc2C1Cc1ccccc1NC(=O)c1sc2ccccc2c1Cl (centres undefined)	·	-4	-40	24	-31	3	-3	-32	9	-26	-61
O=C(NNC(=O)C1CCCO1)c1ccc([N+](=O)[O-])cc1 (centres undefined)	-9	-2	4	-3	0	0	-7	-36	-13	7	-30
Cc1ccnc2nc(NC(=O)c3ccco3)nn12	4	3	-28	-13	-54	-1	4	-30	-10	-80	-25
O=C(CN1C(=O)NC2(CCCCC2)C1=O)NCCC1=CCCCC1	-10	3	1	-7	0	-33	-11	7	4	-5	15
Cc1ccc(S(=O)(=O)NC(=O)Nc2nnc(C)s2)cc1	-5	-6	-11	3	10	3	-1	-12	1	4	4
N#CCc1ccc(OC(=O)Nc2ccccc2)cc1	-4	-2	6	-12	-3	2	-6	-21	0	-12	-10
COc1cc(NC(=O)c2cccs2)c(OC)cc1NC(=O)c1ccco1	-13	5	5	6	8	4	-5	2	-8	14	-4
O=C(CCNC(=O)Cn1ccc2ccccc2c1=O)NCCc1ccccc1Cl	5	-2	1	-11	0	6	-9	-6	17	3	4
CC(C)CNC(=O)c1cccc(NC(=O)Cc2ccc(Cl)cc2)c1	-4	7	4	-1	4	7	-2	-1	4	11	30
O=C(NCc1cccnc1)Nc1cccc(NC(=O)NCc2cccnc2)c1F	56*	-6	0	-34	2	8	-10	-5	-5	-3	13
O=C(Nc1c(F)c(F)c(F)c(F)c1F)NC1CCCCC1	4	4	-7	-2	-7	-2	-10	-20	-3	-20	17
Cc1cccnc1NC(=O)c1nn(C)c2c1CS(=O)(=O)c1ccccc1-2	-9	2	5	6	23	0	-15	22	5	-1	-5
O=C(CN1C(=O)CCSc2ccc(S(=O)(=O)N3CCCC3)cc21)Nc1ccccc1Cl	0	-12	8	-7	6	-7	-1	-3	-36	9	5
COc1ccc(O)c(C(=O)c2coc(=N)c(C(=O)Nc3ccc(SC(F)F)cc3)c2)c1	-12	5	17	30	-5	-34	0	14	12	-7	7
COc1ccc(NC(=O)C(=O)NCC(c2ccco2)N2CCc3ccccc3C2)cc1OC (centres undefined)	-1	-9	-14	0	12	-2	7	-5	1	10	2
Cc1cccc(NS(=O)(=O)c2ccc(NC(=O)N3CCCCC3)cc2)c1	-26	-9	48*	25	23	17	-10	20	21	13	30
O=C(COC(=O)Cc1ccc(Cl)cc1)Nc1ccccc1F	1	6	2	11	-16	-3	1	4	6	3	0
Cc1cc(S(=O)(=O)N2CCCCCC2)c(Cl)cc1Cl	-8	0	2	4	-25	-1	-5	15	3	3	1

# The list goes on, overlapping the part above by four compounds.
Compound	Vif imaging	TLR9-MyD88 inh	NR2F2 inh	TROY signal inh	LRH-1 inv ag	EBV LMP1 NFkB	NOD2-RIPK2 inh	NCOA2 inhibitor	TRAIL sens C8	SRC1 inh	NCOA3 inh
COc1ccc(NC(=O)C(=O)NCC(c2ccco2)N2CCc3ccccc3C2)cc1OC (centres undefined)	-1	-9	-14	0	12	-2	7	-5	1	10	2
Cc1cccc(NS(=O)(=O)c2ccc(NC(=O)N3CCCCC3)cc2)c1	-26	-9	48*	25	23	17	-10	20	21	13	30
O=C(COC(=O)Cc1ccc(Cl)cc1)Nc1ccccc1F	1	6	2	11	-16	-3	1	4	6	3	0
Cc1cc(S(=O)(=O)N2CCCCCC2)c(Cl)cc1Cl	-8	0	2	4	-25	-1	-5	15	3	3	1
C[C@H](CO)N1C[C@H](C)[C@@H](CN(C)S(C)(=O)=O)Oc2ccc(NC(=O)C3CCCCC3)cc2C1=O	5	3	-2	-7	0	-4	-33	9	11	9	20
C/C(=C\C(=O)C(F)(F)F)Nc1ccc(C)cc1	2	-2	-8	-9	8	-2	-14	-3	-1	4	22
CCc1c(O)nc(SCC(=O)Nc2ccc(C)cc2)n(C2CCCCC2)c1=O	-6	-3	0	-22	11	-2	0	-18	-7	-5	4
CC(C)[C@H](NC(=O)c1ccccc1)C(=O)OCC(=O)NCc1ccc2c(c1)OCO2	-2	13	-1	2	9	-7	-4	11	3	-28	-4
COc1ccc(CCCC(=O)NCc2ccccc2)cc1C	-24	7	4	3	19	12	-3	-2	-1	-1	19
O=C(Nc1cccc(Cl)c1N1CCOCC1)c1ccc([N+](=O)[O-])o1	2	3	7	1	-1	-3	-11	-20	5	-6	18
CCOC(=O)c1ccc(-c2ccc(C3Nc4ccccc4C(=O)N3O)o2)cc1 (centres undefined)	-1	17	9	-18	-70	7	6	-34	16	-12	-19
COCc1cc(C)nc(SCc2ccc([N+](=O)[O-])cc2)c1C#N	1	-10	-6	-1	23	7	-5	19	11	-10	-5
CC1(C)CC(=O)C=C(Nc2ccc(F)cc2)C1	·	-1	11	3	-4	-11	-3	-1	-15	5	-10
COc1cc(C(=O)N(CCc2ccccc2)C2CC3CCC(C2)N3C)cc(OC)c1OC (centres undefined)	7	-12	-6	11	9	1	6	-11	17	-9	15
O=C(CN(c1ccc([N+](=O)[O-])cc1)S(=O)(=O)c1ccccc1)N1CCCCC1	15	1	10	-8	-5	0	-3	-40	10	-2	3
COc1cccc(CNC(=O)c2ccc(CS(=O)(=O)Cc3ccccc3C)o2)c1	-7	-2	24	-16	-5	6	-6	-8	2	7	-3
COc1ccc(CCNC(=O)CCc2cn(C)c3ccccc23)c(OC)c1	-4	1	4	19	-1	1	3	-4	-31	-15	-11
CCOc1ccc(N2CC(C(=O)Nc3nnc(Cc4ccccc4)s3)CC2=O)cc1 (centres undefined)	0	2	-11	-10	-1	4	-2	-6	15	11	2
Cc1cc(NC(=O)COc2ncnc3sc(C)c(C)c23)no1	5	-10	-6	·	3	8	11	-3	-14	-7	-3
CN1CCc2nc3ccccc3c(C(=O)OCC(=O)N(CCC#N)c3ccccc3)c2C1	1	3	4	22	-5	6	-2	-4	3	-13	3
O=C(CCNC(=O)c1ccco1)Nc1cccc(Br)c1	0	-2	-9	11	12	-1	-5	13	-7	5	22
Cc1ccc(NC(=O)NNC(=O)c2cc3ccccc3cc2O)cc1C	-5	8	-11	-41	-6	6	16	22	0	5	3
OC(c1ccco1)c1nc(-c2cccs2)cs1 (centres undefined)	-2	·	22	3	9	·	-1	-12	-3	-26	-29
C=C(C)C(O)COc1c2occc2c(OC)c2ccc(=O)oc12 (centres undefined)	-2	0	3	0	-16	0	-17	-10	-3	-27	-8
CCOc1ccccc1NC(=O)Cn1ncc2ccc([N+](=O)[O-])cc21	-8	0	-13	10	-6	5	-10	-43	-9	13	-20

# A few values from the results shown.
# For EBV LMP1 NFkB, Cc1cccc(NS(=O)(=O)c2ccc(NC(=O)N3CCCCC3)cc2)c1 shows 17
# For TLR9-MyD88 inh, CC(C)[C@H](NC(=O)c1ccccc1)C(=O)OCC(=O)NCc1ccc2c(c1)OCO2 shows 13
# For SRC1 inh, CCOc1ccc(N2CC(C(=O)Nc3nnc(Cc4ccccc4)s3)CC2=O)cc1 (centres undefined) shows 11
# For LRH-1 inv ag, COCc1cc(C)nc(SCc2ccc([N+](=O)[O-])cc2)c1C#N shows 23
# For LRH-1 inv ag, O=C(CN1C(=O)CCSc2ccc(S(=O)(=O)N3CCCC3)cc21)Nc1ccccc1Cl shows 6
# For Vif imaging, COc1ccc(NC(=O)C(=O)NCC(c2ccco2)N2CCc3ccccc3C2)cc1OC (centres undefined) shows -1
# For NCOA3 inh, Clc1ccc(/C=N/NC2=Nc3cccc4cccc2c34)cc1 shows -71

# Part of the list above, showing only TROY signal inh:
Molecule | TROY signal inh
CCOc1ccc(N2CC(C(=O)Nc3nnc(Cc4ccccc4)s3)CC2=O)cc1 (centres undefined) | -10
CC1(C)CC(=O)C=C(Nc2ccc(F)cc2)C1 | 3

# A different layout for 2 compounds above.
COc1cc(C(=O)N(CCc2ccccc2)C2CC3CCC(C2)N3C)cc(OC)c1OC (centres undefined)
  Vif imaging = 7; TLR9-MyD88 inh = -12; NR2F2 inh = -6; TROY signal inh = 11; LRH-1 inv ag = 9; EBV LMP1 NFkB = 1; NOD2-RIPK2 inh = 6; NCOA2 inhibitor = -11; TRAIL sens C8 = 17; SRC1 inh = -9; NCOA3 inh = 15
O=C(CN(c1ccc([N+](=O)[O-])cc1)S(=O)(=O)c1ccccc1)N1CCCCC1
  Vif imaging = 15; TLR9-MyD88 inh = 1; NR2F2 inh = 10; TROY signal inh = -8; LRH-1 inv ag = -5; EBV LMP1 NFkB = 0; NOD2-RIPK2 inh = -3; NCOA2 inhibitor = -40; TRAIL sens C8 = 10; SRC1 inh = -2; NCOA3 inh = 3

# Only part of the results is shown; rates above refer to the full screens.
